Screens as filed in PubChem.
RBBP9 inh: human RBBP9 hydrolase inhibition. inhibition, % at 7.94 µM. recombinant RBBP9, FP-Rh probe fluorescence polarization. actives 0.2% (n = 220,000);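 active = inhibition above the campaign mean of all tested compounds plus 3 SD, cut at about 14% in these data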;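 note: plate controls were DMSO wells with RBBP9 for no effect and wells lacking RBBP9 protein for full effect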
Target sequence (O75884 whole entry, looked up): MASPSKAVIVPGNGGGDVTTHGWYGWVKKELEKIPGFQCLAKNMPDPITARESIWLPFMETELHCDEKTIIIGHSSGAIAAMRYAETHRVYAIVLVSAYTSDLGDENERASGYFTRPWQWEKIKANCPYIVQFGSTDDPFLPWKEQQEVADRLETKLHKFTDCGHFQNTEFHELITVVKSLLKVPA
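system = RBBP9 protein | input = RBBP9 at 2.5 µM in dispensed solution, before mixing | measured by = fluorescence polarization (mP), excitation 525 nm, emission 598 nm | incubation = enzyme-compound preincubation 30 min, then probe labeling 45 min, 25 °C | buffer or medium = Tris-NaCl-Pluronic buffer, pH 8.0 | compound = single dose 7.94 µM | also added = FP-Rh probe, 375 nM dispensing solution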
Runt-CBFb FRET: blocks binding of human RUNX1 Runt domain to CBFb | inhibition, % at 20 µM | actives 0.46% (n = 220,000) | Cerulean-Runt/Venus-CBFb FRET ratio 530/480, 1 h;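 active = inhibition over about 50% at 20 µM in the single-dose screen, limit read from the data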;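 note: 0% = DMSO wells and 100% = excess unlabeled CBFb competitor control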
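Buffer or medium: Tris pH 7.5 buffer with BSA. Assay system: Cerulean-labeled Runt domain protein. Amount: each fluorescent fusion protein 100 nM. Read-out basis: loss of energy transfer signal. Incubation: 1 h compound exposure, room temperature. Probe or stimulus: Venus-CBFb binding partner, 100 nM. Detection: FRET, excitation 422 nm, emission at 530 and 480 nm.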
NPY2 pot ag: human NPY-Y2 potentiation or agonism, primary screen; P49146; cells expressing NPY-Y2, potentiator/agonist read-out; activation, % at 3.6 µM; actives 0.45% (n = 220,000); in the data active = activation above about 27%;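 note: cells stimulated with NPY near EC25 plus isoproterenol at EC100; 0% = vehicle plus submaximal agonist and 100% = vehicle plus saturating agonist; some results beyond the cut were filed as inactive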
Target sequence (P49146 whole entry, looked up): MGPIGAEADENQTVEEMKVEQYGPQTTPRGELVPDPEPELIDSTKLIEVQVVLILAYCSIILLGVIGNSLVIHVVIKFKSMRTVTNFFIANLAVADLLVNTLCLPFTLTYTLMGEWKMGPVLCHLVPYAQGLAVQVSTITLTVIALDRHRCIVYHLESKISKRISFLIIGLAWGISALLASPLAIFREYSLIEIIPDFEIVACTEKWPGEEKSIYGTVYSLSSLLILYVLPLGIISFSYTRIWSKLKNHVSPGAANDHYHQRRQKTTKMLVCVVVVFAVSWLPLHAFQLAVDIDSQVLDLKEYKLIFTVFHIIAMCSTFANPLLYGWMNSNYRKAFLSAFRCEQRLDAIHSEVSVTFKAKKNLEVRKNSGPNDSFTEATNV
NPY-Y1 antag: blocks the human neuropeptide Y Y1 receptor. P25929. HEK293-CNG Y1 cells, membrane potential fluorescence; NPY at EC95, then isoproterenol. inhibition, % at 3.6 µM. actives 1% (n = 200,000);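 active = inhibition above the campaign mean inhibition of all tested compounds plus 3 SD, cut at about 20% in these data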;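 note: 0% = DMSO wells given NPY plus isoproterenol and 100% = isoproterenol alone without NPY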
Target sequence (P25929 whole entry, looked up): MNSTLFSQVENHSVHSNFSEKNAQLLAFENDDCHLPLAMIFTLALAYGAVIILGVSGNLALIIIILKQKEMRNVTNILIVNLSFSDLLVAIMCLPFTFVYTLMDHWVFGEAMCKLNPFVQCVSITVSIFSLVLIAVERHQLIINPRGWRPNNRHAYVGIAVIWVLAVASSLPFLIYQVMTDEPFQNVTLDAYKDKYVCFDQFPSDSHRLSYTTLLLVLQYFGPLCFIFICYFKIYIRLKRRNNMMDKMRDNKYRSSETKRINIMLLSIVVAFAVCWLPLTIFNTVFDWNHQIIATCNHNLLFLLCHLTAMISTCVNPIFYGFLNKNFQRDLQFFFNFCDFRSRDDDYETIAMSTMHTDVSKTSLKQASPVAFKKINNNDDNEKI
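Material: HEK293 cells with Y1 receptor plus CNG channel; times: compound incubation 1 h at room temperature, readout 45 min post-stimulation; signal: fluorescence, membrane potential probe; read-out basis: fluorescence ratio normalized to % inhibition between controls; benchmarks: full-block control isoproterenol-only wells, zero-block control NPY plus isoproterenol wells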
Ba/F3 V617F tox: lowers viability of Ba/F3 cells expressing EpoR and JAK2V617F; inhibition, % at 5.6 µM; AID 1446; actives 1.1% (n = 220,000); ATP luminescence;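 active = inhibition above the campaign mean plus 3 SD over all tested compounds, cut at about 24% in these data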;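 note: cytokine-independent growth of Ba/F3 cells driven by EpoR plus mutant JAK2; 0% = DMSO-treated cells and 100% = JAK inhibitor I control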
S1P4 ag: human S1P4 receptor agonism. O95977. actives 0.35% (n = 220,000). activation, % at 4.98 µM. S1P4-expressing cell line, agonist reporter assay; in the data active = activation above about 11%;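 note: 0% = DMSO vehicle and 100% = reference agonist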
NPY-Y1 PAM-ag: potentiators or agonists of human neuropeptide Y receptor Y1 | AID 1304 | NPY-Y1 expressing cells, potentiator/agonist activation | actives 0.37% (n = 220,000) | activation, % at 3.6 µM | P25929; in the data active = activation above about 33%, passing the limit was not always enough;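 note: cells stimulated with NPY at EC10 then isoproterenol at EC100; 0% = low agonist plus stimulus and 100% = saturating agonist plus stimulus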
S1P4 antag: human S1P4 receptor antagonism; O95977; S1P4-expressing cells, antagonist mode, reporter read-out; inhibition, % at 4.98 µM; actives 0.26% (n = 220,000); in the data active = inhibition above about 29%;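 note: 0% = wells stimulated with agonist and 100% = vehicle wells without agonist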
BaF3 tox: counter-screen for JAK2V617F inhibitors: parental Ba/F3 viability inhibitors | inhibition, % at 5.6 µM | CellTiter-Glo ATP luminescence | actives 1.1% (n = 220,000) | AID 1486;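 active = inhibition above a per-campaign cutoff, the mean inhibition of all tested compounds plus 3 SD, cut at about 27% in these data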;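 note: 0% = DMSO wells and 100% = JAK Inhibitor I control wells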
An asterisk follows results filed as active.

COc1ccc(OC)c(-n2c(SCC(=O)NCc3ccco3)nnc2-c2c[nH]c3ccccc23)c1 was read as RBBP9 inh -11, Runt-CBFb FRET 2, NPY2 pot ag -14, NPY-Y1 antag 11, Ba/F3 V617F tox 4, S1P4 ag -0.2, NPY-Y1 PAM-ag -1, S1P4 antag -18 and BaF3 tox 4.
Screening CCCOc1ccc(C(=O)NCC(c2ccco2)N(C)C)cc1 (centres undefined) returned RBBP9 inh -2, Runt-CBFb FRET 0, NPY2 pot ag 3, NPY-Y1 antag 2, Ba/F3 V617F tox -2, S1P4 ag 3.6, NPY-Y1 PAM-ag 13, S1P4 antag -8 and BaF3 tox 0.
`N#Cc1c(N)n(CCNC(=O)c2cccs2)c2nc3ccccc3nc12` gave RBBP9 inh -1, Runt-CBFb FRET 105*, NPY2 pot ag 5, NPY-Y1 antag 3, Ba/F3 V617F tox 4, S1P4 ag -0.3, NPY-Y1 PAM-ag 1, S1P4 antag -36 and BaF3 tox 7.
For Cc1nn(-c2ccccc2)c2c1C(c1ccc(F)cc1)C(C#N)=C(N)O2 (centres undefined) the results were RBBP9 inh -4, Runt-CBFb FRET -1, NPY2 pot ag 2, NPY-Y1 antag 7, Ba/F3 V617F tox 0, S1P4 ag 0.9, NPY-Y1 PAM-ag -22, S1P4 antag -3 and BaF3 tox -1.
For CCn1c(=O)cc(SCC(=O)N(C)Cc2ccccc2)c2ccccc21 the results were RBBP9 inh -10, Runt-CBFb FRET 3, NPY2 pot ag 5, NPY-Y1 antag -3, Ba/F3 V617F tox -2, S1P4 ag -2.6, NPY-Y1 PAM-ag 2, S1P4 antag -12 and BaF3 tox 3.
Screening O=C(Cc1c(Cl)cccc1Cl)OCC(=O)N1CCN(C(=O)c2ccco2)CC1 returned RBBP9 inh -4, Runt-CBFb FRET 0, NPY2 pot ag 6, NPY-Y1 antag 5, Ba/F3 V617F tox 3, S1P4 ag 0.6, NPY-Y1 PAM-ag 6, S1P4 antag -12 and BaF3 tox 1.
`O=C(Nc1ccccc1C(=O)O)c1ccccc1` gave RBBP9 inh 0, Runt-CBFb FRET -1, NPY2 pot ag -18, NPY-Y1 antag -2, Ba/F3 V617F tox 7, S1P4 ag 2.1, NPY-Y1 PAM-ag -11, S1P4 antag 4 and BaF3 tox 8.
`C=CCN(C(=O)CSC1=NC(=O)CN1C(C)=O)c1nc(C)c(-c2ccccc2)s1` gave RBBP9 inh 1, Runt-CBFb FRET -4, NPY2 pot ag -5, NPY-Y1 antag 1, Ba/F3 V617F tox 2, S1P4 ag 2.0, NPY-Y1 PAM-ag -3, S1P4 antag -3 and BaF3 tox 8.
For O=C(NCc1cccnc1)Nc1cccc(NC(=O)NCc2cccnc2)c1 the results were RBBP9 inh -9, Runt-CBFb FRET 1, NPY2 pot ag -2, NPY-Y1 antag 1, Ba/F3 V617F tox -1, S1P4 ag -0.9, NPY-Y1 PAM-ag -13, S1P4 antag -10 and BaF3 tox 5.
For CC(=O)c1ccc(N2CCN(C(=O)c3cc(-c4cccnc4)nc4ccc(Br)cc34)CC2)cc1 the results were RBBP9 inh -11, Runt-CBFb FRET -4, NPY2 pot ag -12, NPY-Y1 antag 0, Ba/F3 V617F tox -1, S1P4 ag 1.3, NPY-Y1 PAM-ag -3, S1P4 antag -28 and BaF3 tox 3.
Screening Cc1cc(C)c(O)c(-c2cc(C(=O)NCCc3ccc(S(N)(=O)=O)cc3)[nH]n2)c1 returned RBBP9 inh -6, Runt-CBFb FRET -1, NPY2 pot ag 2, Ba/F3 V617F tox 1, S1P4 ag -0.1, NPY-Y1 PAM-ag -4, S1P4 antag 5 and BaF3 tox 4.
`O=S(=O)(Nc1ccc(O)c(Sc2nc3ccccc3s2)c1)c1cccc2ccccc12` gave RBBP9 inh -17, Runt-CBFb FRET 4, NPY2 pot ag 4, NPY-Y1 antag -5, Ba/F3 V617F tox 0, S1P4 ag 0.9, NPY-Y1 PAM-ag 3, S1P4 antag -27 and BaF3 tox 2.
For CC(C(=O)Nc1nccs1)N1C(=O)C2CC=CCC2C1=O (centres undefined) the results were RBBP9 inh -3, Runt-CBFb FRET 1, NPY2 pot ag -8, NPY-Y1 antag 1, Ba/F3 V617F tox 0, S1P4 ag 0.5, NPY-Y1 PAM-ag 13, S1P4 antag 3 and BaF3 tox 6.
Screening Fc1ccc(NC(=S)NC2CC3CCCC(C2)N3Cc2cccs2)cc1 (centres undefined) returned RBBP9 inh -2, NPY2 pot ag 0, NPY-Y1 antag -1, Ba/F3 V617F tox -1, S1P4 ag -1.0, NPY-Y1 PAM-ag 5, S1P4 antag -3 and BaF3 tox 1.
Screening CCOC(=O)N1CCN(C(=O)c2cc3c(s2)-c2ccc(Cl)cc2S(=O)(=O)C3)CC1 returned RBBP9 inh 4, Runt-CBFb FRET 0, NPY2 pot ag -3, NPY-Y1 antag 6, Ba/F3 V617F tox 2, S1P4 ag 0.5, NPY-Y1 PAM-ag 0, S1P4 antag 6 and BaF3 tox 4.
`COC(=O)c1c(NC(=O)CN2C(=O)NC3(CCC(C(C)(C)C)CC3)C2=O)sc2c1CCCCC2` (centres undefined) gave RBBP9 inh -3, Runt-CBFb FRET 1, NPY2 pot ag 8, NPY-Y1 antag 0, Ba/F3 V617F tox -4, S1P4 ag 1.1, NPY-Y1 PAM-ag 9, S1P4 antag -7 and BaF3 tox 2.
For COC(=O)c1c(NC(=O)COC(=O)CNC(=O)c2ccco2)sc(C)c1C the results were RBBP9 inh 6, Runt-CBFb FRET -7, NPY2 pot ag 5, NPY-Y1 antag 7, Ba/F3 V617F tox -4, S1P4 ag 1.3, NPY-Y1 PAM-ag -20, S1P4 antag -3 and BaF3 tox 0.
For CSc1ncccc1C(=O)N1CCCC(C(=O)c2ccc3ccccc3c2)C1 (centres undefined) the results were RBBP9 inh -9, Runt-CBFb FRET -1, NPY2 pot ag 14, NPY-Y1 antag 3, Ba/F3 V617F tox 1, S1P4 ag 1.5, NPY-Y1 PAM-ag -4, S1P4 antag -2 and BaF3 tox 3.
For O=c1[nH]c(SCc2cccc(Cl)c2)nc2[nH]ncc12 the results were RBBP9 inh -8, Runt-CBFb FRET 7, NPY2 pot ag -19, NPY-Y1 antag 10, Ba/F3 V617F tox 2, S1P4 ag 0.2, NPY-Y1 PAM-ag -14, S1P4 antag -8 and BaF3 tox 7.
Screening Fc1ccc2nc(Nc3nc4cc5c(cc4s3)OCO5)sc2c1 returned RBBP9 inh 0, Runt-CBFb FRET -1, NPY2 pot ag -8, NPY-Y1 antag 3, Ba/F3 V617F tox -2, S1P4 ag 0.1, NPY-Y1 PAM-ag 4, S1P4 antag -28 and BaF3 tox 1.
CCc1c(C)nc2ncnn2c1N1CCCC(C(=O)NCCc2ccc(OC)cc2)C1 (centres undefined) was read as RBBP9 inh -4, Runt-CBFb FRET 0, NPY2 pot ag -7, NPY-Y1 antag 1, Ba/F3 V617F tox 1, S1P4 ag 1.5, NPY-Y1 PAM-ag 2, S1P4 antag 4 and BaF3 tox 4.
For CCNc1nc(NCc2ccccc2)nc(SCC(=O)Nc2ccccc2)n1 the results were RBBP9 inh -4, Runt-CBFb FRET 0, NPY2 pot ag -3, NPY-Y1 antag 1, Ba/F3 V617F tox -3, S1P4 ag -0.6, NPY-Y1 PAM-ag -30, S1P4 antag -7 and BaF3 tox 1.
CN(C)S(=O)(=O)N1CCN(C(=O)c2ccccc2)CC1 was read as RBBP9 inh 1, Runt-CBFb FRET 1, NPY2 pot ag 2, NPY-Y1 antag -2, Ba/F3 V617F tox 0, S1P4 ag -1.4, NPY-Y1 PAM-ag -3, S1P4 antag 4 and BaF3 tox 4.
CCn1c(SCC(=O)NCCOC)nc2sc3c(c2c1=O)CCCC3 was read as RBBP9 inh -7, Runt-CBFb FRET -2, NPY2 pot ag 8, NPY-Y1 antag 8, Ba/F3 V617F tox -2, S1P4 ag 0.8, NPY-Y1 PAM-ag -32, S1P4 antag -17 and BaF3 tox 1.
For CCOc1ccc(C(=S)NC2CCCCC2)cc1 the results were RBBP9 inh -6, Runt-CBFb FRET 2, NPY2 pot ag -3, NPY-Y1 antag 14, Ba/F3 V617F tox -3, S1P4 ag -0.2, NPY-Y1 PAM-ag -7, S1P4 antag -19 and BaF3 tox 7.
For COc1ccc(Nc2c(-c3ccc(OC)cc3)nc3cnccn23)cc1 the results were RBBP9 inh -8, Runt-CBFb FRET 3, NPY2 pot ag 5, NPY-Y1 antag 10, Ba/F3 V617F tox -2, S1P4 ag -0.5, NPY-Y1 PAM-ag -2, S1P4 antag -7 and BaF3 tox 3.
For O=C(Cn1cc(S(=O)(=O)Cc2ccccc2)c2ccccc21)Nc1ccccc1 the results were RBBP9 inh -13, Runt-CBFb FRET 0, NPY2 pot ag -1, NPY-Y1 antag 2, Ba/F3 V617F tox 2, S1P4 ag 1.5, NPY-Y1 PAM-ag -7, S1P4 antag -37 and BaF3 tox 5.
Screening O=C(N/N=C/c1ccc(Cl)cc1Cl)C(=O)NC1CC1 returned RBBP9 inh -12, Runt-CBFb FRET 2, NPY2 pot ag -6, NPY-Y1 antag 4, Ba/F3 V617F tox 5, S1P4 ag 1.0, NPY-Y1 PAM-ag -2, S1P4 antag -11 and BaF3 tox 2.
For O=C(N=C1N=C2C=CC=CN2Cc2ccccc21)c1ccc(S(=O)(=O)N2CCOCC2)cc1 the results were RBBP9 inh -4, Runt-CBFb FRET -1, NPY2 pot ag 9, NPY-Y1 antag -4, Ba/F3 V617F tox 2, S1P4 ag -0.6, NPY-Y1 PAM-ag 3, S1P4 antag 0 and BaF3 tox 5.
For CC(C)(C)c1ccc(-c2nnc(NC(=O)c3ccccc3)s2)cc1 the results were RBBP9 inh -8, Runt-CBFb FRET 0, NPY2 pot ag -9, NPY-Y1 antag 12, Ba/F3 V617F tox -1, S1P4 ag 2.1, NPY-Y1 PAM-ag -6, S1P4 antag 1 and BaF3 tox 1.
For COCCN1C(=O)N[C@H](c2cccc(C(F)(F)F)c2)C(C(=O)OC)=C1C the results were RBBP9 inh 4, Runt-CBFb FRET -3, NPY2 pot ag -1, NPY-Y1 antag 1, Ba/F3 V617F tox -3, S1P4 ag 0.6, NPY-Y1 PAM-ag -1, S1P4 antag 6 and BaF3 tox 2.
For O=C(Cn1nnc(-c2ccc(F)cc2)n1)OCC(=O)c1ccccc1 the results were RBBP9 inh 3, Runt-CBFb FRET -1, NPY2 pot ag -2, NPY-Y1 antag 2, Ba/F3 V617F tox -1, S1P4 ag -0.9, NPY-Y1 PAM-ag -7, S1P4 antag -2 and BaF3 tox 3.
